CCT chaperon mod: High-Throughput Screening for Modulators of Cytosolic Chaperonin Activity | purified chaperonin ATPase assay, HTRF ADP detection, 30 min | activity change, % (concentration not given with the values), hits read low | hit rate 0.3% among 360,000; in the data active means activity change below about -30%; further: on the % scale 0 is the no-effect control and ±100 the full control effect
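First, chaperonin was dispensed at 40 nM or 20 nM final depending on batch activity. Next, compounds were pinned at 76 uM and ATP added at 10 uM. After 30 min at 37 °C, ADP detection reagents ran 30 min at ambient temperature.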
S2 tox: Viability Counterscreen for Primary qHTS for Inhibitors of ATXN expression. S2 cells (HEK-293 line with an ATXN2-luciferase reporter) viability, CellTiter-Fluor protease fluorescence, 24 h. Potency, µM (titrated, usually from 56.7 µM), hits mostly cytotoxic. hit rate 0.49% among 400,000; further: potency means the concentration at half of the fitted maximal effect; nearly all actives have a fitted effect of over 40% in size
Mm-Cpn inhibitor: Inhibitors of TCP-1 ring complex (TRiC) of Methanococcus maripaludis (MmCpn): qHTS; Potency, µM (top dose mostly 76.9 µM), for the others: top-dose activity, negative = inhibition, most hits filed as inhibitors; hit rate 0.031% among 330,000; Chaperonin Mm-Cpn (Methanococcus maripaludis); purified Mm-Cpn ATPase, ADP Transcreener TR-FRET; further: potency means the concentration at half of the fitted maximal effect; on the % scale 0 is the no-effect control and ±100 the full control effect; nearly all actives have a fitted effect of over 80% in size
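25 nM Mm-CPN + cpd, 10 min 37°C; + 10 uM ATP, 30 min 37°C; buffer 30 mM Tris pH 7.4, 100 mM KCl, 5 mM MgCl2, 1 mM DTT; Transcreener ADP HTRF detection 30 min RT.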
TGFb SMAD3 inh: qHTS for Inhibitors of TGF-b; AID 588855, 2011; HepG2 CAGA-GFP TGF-b/SMAD3 reporter, GFP fluorescence, 18 h; TGF-beta stimulated, 500 pg/mL final; Potency, µM (highest dose often 46.1 µM), inactives show at the top dose activity, negative = inhibition, actives largely listed as inhibitors; hit rate 1.2% among 410,000; further: potency means the concentration at half of the fitted maximal effect; on the % scale 0 is the no-effect control and ±100 the full control effect; nearly all actives have a fitted effect of over 65% in size
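HEPG2 CAGA-GFP cells (1000/well, DMEM with 1% FBS) were pre-incubated 2 h at 37 degrees C, given compound by pin tool, then stimulated with TGF-beta at 500 pg/mL final for 18 h before per-cell GFP fluorescence imaging.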
Nrf2 block: Nrf2 qHTS screen for inhibitors. A549 ARE-Fluc reporter, luciferase luminescence, 18-24 h. AID 504444, 2011. Potency, µM (doses to about 46 µM), for the others: top-dose activity change, negative = inhibition, most hits filed as inhibitors. hit rate 2.1% among 360,000; further: potency means the concentration at half of the fitted maximal effect; on the % scale 0 is the no-effect control and ±100 the full control effect; nearly all actives have a fitted effect of over 60% in size
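Nrf2 activity is the BugLite luminescence, read 15 min after reagent at room temperature, following CellTiter-Fluor cytotoxicity readout (30 min, 37C). Compound titrations were applied for 18-24 h to 5000 A549 ARE_Fluc cells/well in 5% FBS OPTI-MEM.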
HepG2 viability: qHTS for Inhibitors of TGF-b: Cytotox Counterscreen | HepG2 CAGA-GFP viability, ATP luminescence, 18 h | Potency, µM (series often up to 46.1 µM), inactives show at the highest dose activity change, negative = cytotoxicity, hits mostly cytotoxic | hit rate 0.76% among 410,000; further: potency means the concentration at half of the fitted maximal effect; some results filed as inactive show a strong effect at the top dose
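CellTiter-Glo luminescence gave cytotoxicity after 18 hours at 37 degrees C. The cells were HepG2 CAGA-GFP in 1% FBS DMEM, stimulated with 500 pg/mL TGF-beta after compound addition. %Activity was normalised to no-cell wells (complete cell-killing) and DMSO (no toxicity), and curves were fitted and classified.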
Nrf2 activator: qHTS of Nrf2 Activators | AREc32 ARE-luciferase reporter (MCF7-derived line), luminescence, 24 h | Potency, µM (highest dose often 46.1 µM), without a hit: at the top dose activation, most hits filed as activators | hit rate 0.31% among 410,000 | AID 624171, 2012; further: potency means the concentration at half of the fitted maximal effect; % of control where 0% means no effect; nearly all actives have a fitted effect of over 65% in size
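Steps: seed AREc32_Fluc cells (1000/well, 5% FBS OPTI-MEM); incubate overnight at 37 deg C; add 23 nL compound; incubate 24 hr; add Steady-Glo; hold 30 min RT; read luminescence.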
pAkt inh: HTS Assay for Inhibitors of Akt Phophorylation: Primary Screen | Neuro2A IGF-stimulated pAkt S473 HTRF, 20 min; hits give low values | activity change, % for hits at 50 µM | hit rate 0.32% among 360,000 | AID 651550, 2012; in the data active means activity change below about -80%; inconclusive means mostly about -51% to -80%; further: on the % scale 0 is the no-effect control and ±100 the full control effect
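Single-point screen (50 µM final compound) in Neuro2A cells stimulated 20 min with 6 nM IGF at 37 deg C. After lysis, Ser473-phosphorylated Akt read by HTRF (ex 330 nm, em 615/665 nm) as the 665/615 ratio.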
A549 tox: Nrf2 qHTS screen for inhibitors: counterscreen for cytotoxicity; A549 ARE-Fluc cells, CellTiter-Fluor viability, 18-24 h; Potency, µM (titrated, usually from 46 µM), inactives show at the top dose activity change, negative = cytotoxicity, hits mostly inhibitors; hit rate 0.16% among 390,000; further: potency means the concentration at half of the fitted maximal effect; on the % scale 0 is the no-effect control and ±100 the full control effect
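Cytotoxicity counterscreen: CellTiter-Fluor fluorescence was measured in A549 ARE_Fluc cells after 18-24 h of compound exposure in a concentration series. The subsequent BugLite luminescent read reports ARE-luciferase activity.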
An asterisk follows results filed as active; i = inactive; ? = inconclusive; / = not tested or not shown; & = joins results of further samples. Unless noted, the call rests on the fitted dose curve; in most records, active means well fitted curve in the direction sought with a large enough effect; inconclusive means small, poorly fitted or top-dose-only effect, or another doubt; inactive means no such curve, though single readings can be large; an effect the other way counts as inactive or inconclusive. This is a subset; rates above refer to the full screens.

The first 2 entries as a preview:
mol	CCT chaperon mod	S2 tox	Mm-Cpn inhibitor	TGFb SMAD3 inh	Nrf2 block	HepG2 viability	Nrf2 activator	pAkt inh	A549 tox
OCC[n+]1c2ccccc2nc2ccc(N3CCOCC3)cc21	0.8	?	?	10%	?	-2%	-0.6%	i	-19%
CN1CCN(C(=O)O[C@H]2c3nccnc3C(=O)N2c2ccc(Cl)cn2)CC1	0.8	i	-5%	0%	13%	10%	-0.5%	i	-5%

Main list, from the start:
mol	CCT chaperon mod	S2 tox	Mm-Cpn inhibitor	TGFb SMAD3 inh	Nrf2 block	HepG2 viability	Nrf2 activator	pAkt inh	A549 tox
OCC[n+]1c2ccccc2nc2ccc(N3CCOCC3)cc21	0.8	?	?	10%	?	-2%	-0.6%	i	-19%
CN1CCN(C(=O)O[C@H]2c3nccnc3C(=O)N2c2ccc(Cl)cn2)CC1	0.8	i	-5%	0%	13%	10%	-0.5%	i	-5%
Cc1ccc2c(c1)c(=O)c1c3n2CCN(CC#N)C3CC1 (configuration not stated)	1.0	i	-5%	-2%	-9%	8%	0.3%	i	4%
O=C(Cn1ncc2c3ccccc3n(Cc3ccc(F)cc3)c2c1=O)N1CCC2(CC1)OCCO2	-5.4	i	-1%	17%	?	-7%	2.8%	/	-6%
COC(=O)C1=C(c2ccccc2)C[C@@H]2CC[C@H]1N2C(=O)NCCNC(C)=O	2.4	i	/	-2%	-2%	-5%	-0.9%	i	3%
Cn1cccc1/C=C1\C(=O)NC(=O)N(Cc2ccccc2Cl)C1=O	-5.0	i	1%	4%	-3%	0%	0.2%	i	-10%
CC(=O)c1c(O)n(C)c(=S)n(-c2ccccc2)c1=O	0.4	i	?	23%	?	-13%	-0.4%	i	0%
Cc1c(C(c2ccc(Cl)cc2Cl)c2c(O)c3ccccc3oc2=O)c(=O)n(-c2ccccc2)n1C (configuration not stated)	0.7	i	3%	1%&-12%	?	-6%&2%	0.0%&-0.7%	i	0%&-15%
COC(=O)C1=C(c2ccc(Cl)c(C(F)(F)F)c2)C[C@@H]2CC[C@H]1N2C(=O)N1CCCC1	-1.1	i	3%	-24%	?	-10%	1.1%	i	2%
COC(=O)C1=C(c2cc3ccccc3s2)C[C@@H]2CC[C@H]1N2C(=O)NCc1ccc(C(F)(F)F)cc1	-2.6	?	/	?	?	-2%	0.0%	i	-29%

mol	CCT chaperon mod	S2 tox	Mm-Cpn inhibitor	TGFb SMAD3 inh	Nrf2 block	HepG2 viability	Nrf2 activator	pAkt inh	A549 tox
Cc1ccccc1C(=O)Nc1ccc2nc(SCC(=O)N(C)c3ccccc3)sc2c1	/	?	/	?	?	-23%	0.7%	/	-13%
O=C(Nc1nc2nc(-c3ccccc3)cc(=O)n2[nH]1)c1ccccc1	-0.1	?	1%	2%	6%	4%	-1.1%	i	-5%
CC(C)Oc1ccc(C2C(C#N)=C(N)Oc3c2c(=O)oc2ccccc32)cc1 (configuration not stated)	-1.2	i	-4%	8%	-6%	13%	0.6%	i	-5%
CC(N)Cc1c[nH]c2cc3c(cc12)OCCO3 (configuration not stated)	-3.3	i	0%	?	/	-6%	0.1%	i	0%
Cc1cccc(OC(=O)N2CCOCC2)c1	-12	i	-2%	6%	9%	-3%	0.3%	i	/
Cc1ncoc1C(=O)NCC1=C(c2ccc3ccccc3c2)C[C@@H]2CC[C@H]1N2Cc1ccco1	-0.2	?	/	-18%	/	-38%	2.8%	i	/
O=[N+]([O-])c1ccc(C2C3C(c4ccccc4)=NC4(CCCC4)N32)cc1 (configuration not stated)	0.5	i	0%	-1%	?	-37%	0.2%	i	2%
Cc1cc(C)cc(-n2c(/C=C/c3cccc(F)c3)nc3ccccc3c2=O)c1	/	/	/	3%	/	-22%	1.0%	/	-1%
Cc1cc(N(CCCl)CCCl)ccc1C=NNC(=O)Cc1cc(=O)oc2cc(O)ccc12	2.6	i	/	-7%	?	-8%	2.6%	i	-21%
OCc1cnc[nH]1	-2.3	i	2%	4%	-12%	-10%	0.3%	i	0%

mol	CCT chaperon mod	S2 tox	Mm-Cpn inhibitor	TGFb SMAD3 inh	Nrf2 block	HepG2 viability	Nrf2 activator	pAkt inh	A549 tox
O=C1NC(=S)NC(=O)C1=Cc1ccc2c(c1)CCN2CCCCl	0.9	i	-3%	-7%	-20%	-7%	0.6%	i	-10%
Cc1cccc(C(=O)Nc2nnc(SCC(=O)NCc3ccco3)s2)c1	-4.0	i	/	?	9%	-13%	3.2µM*	i	2%
Cc1ccc2scc(N3CCN(C)CC3)c(=O)c2c1	/	i	/	-2%	8%	14%	4.7%	/	-4%
OC(c1cccc(Cl)c1)(c1cccc(Cl)c1)C1CN2CCC1CC2 (configuration not stated)	1.0	?	1%	?	?	-109%	-2.1%	i	6%
CN1CCN(c2ccc([N+](=O)[O-])c3cccnc23)CC1	2.2	i	-1%	21%	10%	-5%	-0.4%	i	-15%
Cc1ccc(Cl)cc1N1CCN(c2ncnc3c2nc2n3CCCC2)CC1	/	/	/	-21%	?	1%	-0.8%	/	-6%
CCOP(=O)(C#CC(C)(C)C)C(C)(O)c1ccccc1 (configuration not stated)	1.6	i	-2%	-7%	/	0%	0.2%	i	6%
COc1ccc(C(C)=O)cc1CN1CC=C(c2ccccc2)CC1	0.8	i	-1%	-1%	?	-9%	-0.5%	i	?
N#CCCn1cc(C(=O)Nc2ccccc2Br)c(-c2ccc3c(c2)OCCO3)n1	-2.9	i	-1%	-6%	-28%	4%	0.4%	i	1%
CCOc1ccc(S(=O)(=O)NCCc2sc3nc(-c4ccc(C)cc4)nn3c2C)cc1	/	/	/	14µM*	/	0%	-0.2%	/	-6%

mol	CCT chaperon mod	S2 tox	Mm-Cpn inhibitor	TGFb SMAD3 inh	Nrf2 block	HepG2 viability	Nrf2 activator	pAkt inh	A549 tox
O=C(Nc1ccccc1Cl)Oc1ccc(Cl)cc1Cl	-0.1	?	-2%	-14%	-4%	-18%	0.4%	i	0%
Cc1ccc(C)c(S(=O)(=O)c2nnn3c2nc(N2CCCC2)c2sccc23)c1	/	/	/	8%	?	-22%	-0.4%	/	3%
CC(C)C1(C)N=C(c2nc3ccccc3cc2C(=O)O)NC1=O (configuration not stated)	2.6	i	0%	-4%	5%	-1%	-0.3%	i	-3%
Cc1ccc(-n2cc(CNC(C)Cc3cnccn3)c(-c3cccc(C)c3)n2)cc1 (configuration not stated)	-4.7	?	0%	?	2%	-33%	2.9%	i	-4%
CN(C)N=O	-0.4	i	-2%	2%	14%	-1%	-1.0%	i	0%
CC(C)Cn1c(O)c(N=NC(=O)c2cccc(S(=O)(=O)N3CCCCC3)c2)c2ccccc21	-1.9	i	1%	?	21µM*	1%	2.4%	i	?
COC(=O)C1=C(c2ccccc2OCc2ccccc2)C[C@@H]2CC[C@H]1N2C(=O)NCc1ccc(Cl)cc1	-0.2	?	0%	?	?	5%	0.3%	i	?
CC(C)C[C@@H](CN(N=O)[C@@H](Cc1ccccc1)CN(C)N=O)N(CCc1ccccc1)N=O	-0.8	i	/	?	-5%	-1%	4.1%	i	2%
O=c1[nH]c2ccccc2n1C1CCN(C(CCc2ccccc2)c2nnnn2C2CCCCC2)CC1 (configuration not stated)	-2.5	/	/	?	/	-7%	-0.2%	i	/
O=S(=O)(c1ccccc1)N1CCCCC1c1cccnc1 (configuration not stated)	0.6	i	2%	-9%	11%	-9%	-0.4%	i	-7%

mol	CCT chaperon mod	S2 tox	Mm-Cpn inhibitor	TGFb SMAD3 inh	Nrf2 block	HepG2 viability	Nrf2 activator	pAkt inh	A549 tox
CN1CCN(c2ccc([N+](=O)[O-])c3no[n+]([O-])c23)CC1	-4.2	/	0%	3.2µM*	?	8.9µM*	-3.0%	i	23µM*
CC1C(c2ccccc2)OCCN1C (configuration not stated)	-2.9	?	/	-3%	1%	6%	2.7%	i	1%
CN1CCc2nc3ccc(F)cc3c(C(N)=O)c2C1	0.4	i	0%	13%	11%	-22%	-0.5%	-99%*	-4%
O=C(Nc1ccc(F)cc1)Oc1ccc[nH]c1=O	-0.1	?	2%	0%	-7%	6%	0.7%	i	-6%
O=c1cc(-c2ccc(O)c(O)c2)oc2cc(O)cc(O)c12	-0.6	?	-2%	?	?	14%&-26%	7.6%	i	-11%
Cc1ccc(C(=O)Nc2c(C(=O)Nc3ccc(C)c(C)c3)sc3nc(C)cc(C)c23)cc1	/	i	/	-3%	?	1%	7.7%	/	-12%
Cc1ccc(S(=O)(=O)N(C)C/N=C(\N)N[N+](=O)[O-])cc1	-1.2	i	4%	4%	-11%	3%	0.1%	i	0%
CC(=O)O[C@H]1C(=O)[C@@]2(C)C([C@H](OC(=O)c3ccccc3)[C@]3(O)C[C@H](OC(=O)[C@H](O)[C@@H](NC(=O)Cc4ccccc4)c4ccccc4)C(C)=C1C3(C)C)[C@]1(OC(C)=O)CO[C@@H]1C[C@@H]2O (some centres not stated)	0.3	?	-3%	?	-41%	-19%	-2.9%	i	?
CCN(CC)CCCOC(=O)C(OC)(c1ccccc1)c1ccccc1	0.6	i	-1%	41%	15%	-16%	0.1%	i	-3%
CCC(=NCc1ccco1)c1c(O)n(-c2ccc(Cl)cc2)c(=O)[nH]c1=O	-5.8	i	1%	0%	-3%	1%	-0.8%	i	10%
CCN(CC)C(=O)c1ccc(NC(=O)c2ccc(-n3cncn3)c([N+](=O)[O-])c2)cc1	-4.8	i	4%	-5%	2%	0%	0.5%	i	-1%
C(#CCN1CCOCC1)COCc1ccccc1	-4.1	i	1%	-9%	?	6%	3.1%	/	-2%
Fc1ccc(N2Cc3ccccc3-n3nncc3C2)cc1	-0.8	?	/	1%	/	4%	17%	i	/

Assay outcomes as filed in PubChem.
